Mtb BioA inh – M. tuberculosis BioA enzyme inhibitors, primary screen, biochemical, plate reader, single point, HTS; 7,8-diaminopelargonic acid synthase BioA (Mycobacterium tuberculosis); purified M. tuberculosis BioA enzyme; inhibition, % at 9.99 µM; 0.096% of 360,000 active; AID 602481, 2012; in the data active = inhibition above about 40%
* hit, by the source's call. This is a subset; the hit share may differ from the screen's.

A first look (4 entries):
`CN(C)C(=O)c1ccc(-c2ccc([C@@H]3[C@@H](CO)N(C(=O)C4CC4)[C@H]3C#N)cc2)cc1` gave Mtb BioA inh -3.0.
Screening COCC(=O)Nc1ccc2c(c1)OC[C@@H](C)N(C(=O)Cc1cccnc1)C[C@@H](C)[C@@H](OC)CN(C)C2=O returned Mtb BioA inh 3.5.
For C[C@@H]1CN([C@H](C)CO)C(=O)c2cc(NC(=O)C3CCCCC3)ccc2O[C@@H]1CN(C)CC1CCCCC1 the results were Mtb BioA inh 6.2.
For COc1ccccc1C(=O)Nc1ccc2c(c1)C(=O)N(C)[C@H]1CC[C@@H](CC(=O)NCCc3ccncc3)O[C@H]1CO2 the results were Mtb BioA inh -0.8.

The whole of this part, repeating the preview:
`CN(C)C(=O)c1ccc(-c2ccc([C@@H]3[C@@H](CO)N(C(=O)C4CC4)[C@H]3C#N)cc2)cc1` gave Mtb BioA inh -3.0.
Screening COCC(=O)Nc1ccc2c(c1)OC[C@@H](C)N(C(=O)Cc1cccnc1)C[C@@H](C)[C@@H](OC)CN(C)C2=O returned Mtb BioA inh 3.5.
For C[C@@H]1CN([C@H](C)CO)C(=O)c2cc(NC(=O)C3CCCCC3)ccc2O[C@@H]1CN(C)CC1CCCCC1 the results were Mtb BioA inh 6.2.
For COc1ccccc1C(=O)Nc1ccc2c(c1)C(=O)N(C)[C@H]1CC[C@@H](CC(=O)NCCc3ccncc3)O[C@H]1CO2 the results were Mtb BioA inh -0.8.
For CNC[C@H]1Oc2ccc(NS(=O)(=O)c3c(C)noc3C)cc2C(=O)N([C@@H](C)CO)C[C@@H]1C the results were Mtb BioA inh -3.6.
For Cc1ccc(S(=O)(=O)Nc2cccc3c2O[C@@H](CN(C)Cc2ccc(C(=O)O)cc2)[C@H](C)CN([C@H](C)CO)C3=O)cc1 the results were Mtb BioA inh 1.8.
`CO[C@@H]1CN(C)C(=O)c2cc(NC(=O)C3CC3)ccc2OC[C@@H](C)N(Cc2nccs2)C[C@H]1C` gave Mtb BioA inh 2.8.
For C[C@H]1CN([C@@H](C)CO)C(=O)c2cc(-c3ccc(F)cc3)cnc2O[C@H]1CN(C)Cc1cccnc1 the results were Mtb BioA inh 8.9.
`C[C@H](NC(=O)[C@H]1[C@H](CO)[C@H]2Cn3c(cccc3=O)[C@@H]1N2Cc1ccncc1)c1ccccc1` gave Mtb BioA inh -0.5.
`C[C@@H]1CN([C@@H](C)CO)C(=O)c2cc(C#Cc3ccccc3)cnc2O[C@H]1CN(C)Cc1ccccn1` gave Mtb BioA inh -1.0.
Screening Cc1ccc(S(=O)(=O)N(C)C[C@H]2OCCCC[C@H](C)Oc3ccc(NS(C)(=O)=O)cc3C(=O)N([C@H](C)CO)C[C@H]2C)cc1 returned Mtb BioA inh 2.0.
`CC(=O)N1CC[C@@H]2[C@H]1c1cc(-c3ccccc3)ccc1N[C@@H]2CO` gave Mtb BioA inh 3.1.
For C[C@@H]1CCCCO[C@H](CN(C)Cc2ccc3c(c2)OCO3)[C@H](C)CN([C@@H](C)CO)C(=O)c2cc(NC(=O)CCC(F)(F)F)ccc2O1 the results were Mtb BioA inh 0.7.
O=C(C[C@@H]1CC[C@H]2[C@@H](COC[C@@H](O)CN2Cc2ccccc2)O1)NCCc1ccccc1 was read as Mtb BioA inh 3.2.
Screening C[C@@H]1CN([C@H](C)CO)C(=O)c2cc(NS(=O)(=O)c3cccs3)ccc2O[C@@H](C)CCCCO[C@@H]1CN(C)C(=O)C1CCCCC1 returned Mtb BioA inh -6.9.
For C[C@H]1CN([C@@H](C)CO)C(=O)CCCn2nncc2CO[C@H]1CN(C)Cc1cccc(O)c1 the results were Mtb BioA inh -1.3.
`COc1ccccc1S(=O)(=O)N[C@H]1CC[C@H](CC(=O)N2CCN(C)CC2)O[C@H]1CO` gave Mtb BioA inh -0.2.
For CC(C)CC#Cc1ccc2c(c1)O[C@H](CN(C)C(=O)c1ccncc1)[C@@H](C)CN([C@@H](C)CO)S2(=O)=O the results were Mtb BioA inh -1.4.
`Cc1noc(C)c1NC(=O)NCC[C@@H]1CC[C@H](NC(=O)c2ccccc2)[C@@H](CO)O1` gave Mtb BioA inh 1.0.
CCC(=O)N(C)C[C@@H]1Oc2cc(-c3ccccc3)ccc2S(=O)(=O)N([C@@H](C)CO)C[C@H]1C was read as Mtb BioA inh 3.5.
Screening O=C(NCCN1CCCCC1)[C@H]1[C@H](CO)[C@H]2Cn3c(cccc3=O)[C@H]2N1Cc1ccccn1 returned Mtb BioA inh -1.7.
For COCC(=O)Nc1ccc2c(c1)OC[C@@H](C)NC[C@@H](C)[C@H](OC)CN(C)C2=O the results were Mtb BioA inh -1.7.
For O=C(Nc1ccc2c(c1)[C@H]1C[C@H](CC(=O)N3CCc4ccccc4C3)O[C@H](CO)[C@H]1O2)C1CCC1 the results were Mtb BioA inh -0.6.
`C[C@@H]1CN([C@H](C)CO)S(=O)(=O)c2ccc(-c3cccc(F)c3)cc2O[C@H]1CN(C)C(=O)Nc1cc(F)ccc1F` gave Mtb BioA inh -3.2.
For C[C@@H](NC(=O)C[C@H]1CC[C@H](NC(=O)Nc2ccc3c(c2)OCO3)[C@@H](CO)O1)c1ccccc1 the results were Mtb BioA inh -1.2.
`O=C1O[C@@H](c2ccccc2)[C@@H](c2ccccc2)N2[C@@H](c3ccccc3OCCO)[C@]3(C(=O)Nc4ccccc43)[C@@H](C(=O)N3CCN(c4ncccn4)CC3)[C@H]12` gave Mtb BioA inh -0.7.
`C[C@@H]1CCCCO[C@@H](CN(C)S(=O)(=O)c2ccc(F)cc2)[C@H](C)CN([C@@H](C)CO)C(=O)c2cc(NC(=O)c3ccccc3)ccc2O1` gave Mtb BioA inh -0.4.
COCCNC(=O)C[C@@H]1C[C@@H]2c3cc(NC(=O)C4CCC4)ccc3O[C@@H]2[C@H](CO)O1 was read as Mtb BioA inh 1.2.
Screening CC(C)C#Cc1ccc([C@@H]2[C@H](C#N)N(C(=O)c3cccc(F)c3)[C@H]2CO)cc1 returned Mtb BioA inh -0.9.
`Cc1noc(C)c1S(=O)(=O)Nc1ccc2c(c1)C(=O)N([C@@H](C)CO)C[C@H](C)[C@@H](CN(C)S(=O)(=O)c1cn(C)cn1)O2` gave Mtb BioA inh -0.7.
`CN1C(=O)c2cc(NC(=O)Cc3cccs3)ccc2OC[C@@H]2O[C@@H](CC(=O)NCCCN3CCOCC3)CC[C@@H]21` gave Mtb BioA inh -2.5.
For C[C@H]1CN([C@@H](C)CO)C(=O)c2cccc(NC(=O)C3CCOCC3)c2O[C@@H]1CN(C)Cc1ccc(C(F)(F)F)cc1 the results were Mtb BioA inh -1.9.
C/C=C/c1ccc([C@@H]2[C@@H](CNC(C)=O)N(Cc3ccccn3)[C@H]2CO)cc1 was read as Mtb BioA inh 2.0.
`O=C(Cc1ccncc1)NCC[C@@H]1CC[C@@H](NC(=O)Nc2ccc(Cl)cc2)[C@@H](CO)O1` gave Mtb BioA inh 1.9.
Screening COc1ccc(NC(=O)Nc2cccc3c2O[C@H](CN(C)S(=O)(=O)c2ccc(Cl)cc2)[C@@H](C)CN([C@@H](C)CO)C3=O)cc1 returned Mtb BioA inh -1.4.
Screening C[C@H]1CN([C@@H](C)CO)C(=O)c2cc(NS(=O)(=O)c3ccccc3)ccc2O[C@H]1CN(C)CC1CCCCC1 returned Mtb BioA inh -0.6.
`COCC(=O)N[C@H]1CC[C@@H](CC(=O)NCc2ccc(Cl)cc2)O[C@H]1CO` gave Mtb BioA inh -1.3.
Screening CC(C)C#Cc1cnc2c(c1)C(=O)N([C@@H](C)CO)C[C@@H](C)[C@H](CN(C)C(=O)c1ccccc1F)O2 returned Mtb BioA inh 6.0.
Screening CCNC(=O)[C@H]1[C@H](CO)[C@H]2Cn3c(ccc(-c4ccccc4F)c3=O)[C@@H]1N2Cc1cccnc1 returned Mtb BioA inh 0.2.
`C[C@@H]1CN([C@@H](C)CO)C(=O)Cc2cc(NS(=O)(=O)c3ccccc3)ccc2O[C@@H]1CN(C)C(=O)NC1CCCCC1` gave Mtb BioA inh 0.0.
Cc1noc(C)c1S(=O)(=O)N(C)C[C@H]1OCCCC[C@@H](C)Oc2ccc(NC(=O)c3ccccc3)cc2C(=O)N([C@@H](C)CO)C[C@H]1C was read as Mtb BioA inh 1.6.
`COc1ccc(CN(C)C[C@H]2OCCCC[C@H](C)Oc3ccc(NS(=O)(=O)c4ccc(F)cc4)cc3C(=O)N([C@@H](C)CO)C[C@H]2C)cc1` gave Mtb BioA inh -0.7.
COc1cccc(S(=O)(=O)N[C@@H]2CC[C@H](CC(=O)NC3CCC3)O[C@H]2CO)c1 was read as Mtb BioA inh 0.0.
Screening C[C@H]1CN([C@@H](C)CO)C(=O)Cc2cc(NC(=O)Cc3cn(C)c4ccccc34)ccc2O[C@@H]1CN(C)Cc1ccc(C(=O)Nc2ccccc2N)cc1 returned Mtb BioA inh 5.6.
For COc1ccc(NC(=O)N(C)C[C@H]2Oc3ccc(NC(=O)Nc4ccc(F)cc4)cc3C(=O)N([C@H](C)CO)C[C@@H]2C)cc1 the results were Mtb BioA inh -1.2.
COCC(=O)Nc1ccc2c(c1)[C@@H]1C[C@@H](CC(=O)NCc3cccnc3)O[C@@H](CO)[C@@H]1O2 was read as Mtb BioA inh 0.9.
Screening COc1ccc(S(=O)(=O)Nc2ccc3c(c2)CC(=O)N([C@H](C)CO)C[C@@H](C)[C@@H](CN(C)CC2CCCCC2)O3)cc1 returned Mtb BioA inh 0.5.
Screening CCNC(=O)C[C@@H]1CC[C@@H]2[C@H](COc3ccc(NC(=O)c4ccc(F)cc4)cc3C(=O)N2C)O1 returned Mtb BioA inh 1.8.
`O=C(C[C@H]1CC[C@@H]2[C@H](COC[C@H](O)CN2C(=O)c2ccccc2)O1)NCCCN1CCOCC1` gave Mtb BioA inh -1.0.
`COCCOC(=O)N1C(=O)[C@@]2(c3ccccc31)[C@H](c1ccc(OCCO)cc1)N1[C@H](c3ccccc3)[C@H](c3ccccc3)OC(=O)[C@H]1[C@@H]2C(=O)N1CCN(c2ncccn2)CC1` gave Mtb BioA inh -1.7.
For COCC#Cc1ccc([C@H]2[C@H]3CN(S(=O)(=O)c4ccc(OC)cc4)CCCCN3[C@H]2CO)cc1 the results were Mtb BioA inh -2.0.
For C[C@@H]1CN([C@H](C)CO)C(=O)Cc2cc(NC(=O)CCN3CCOCC3)ccc2O[C@@H]1CN(C)C(=O)Nc1ccc(F)cc1 the results were Mtb BioA inh 1.6.
`COC(=O)C[C@@H]1CC[C@H]2[C@H](COc3ccc(NC(=O)NCc4ccccc4)cc3C(=O)N2C)O1` gave Mtb BioA inh -1.1.
CC(C)(O)C#Cc1ccc([C@@H]2[C@H](CO)N3CCCCN(C(=O)c4cccc(F)c4)C[C@@H]23)cc1 was read as Mtb BioA inh -1.9.
`C[C@H](CO)N1C[C@H](C)[C@@H](CN(C)C(=O)C2CC2)Oc2cc(C3=CCCCC3)ccc2S1(=O)=O` gave Mtb BioA inh 6.7.
O=C(N[C@@H]1C=C[C@@H](CC(=O)N2CCOCC2)O[C@@H]1CO)c1ccc2c(c1)OCO2 was read as Mtb BioA inh 0.1.
COc1ccccc1CN1[C@@H]2CN(C(=O)C3CCCCC3)c3ccccc3[C@@H]2[C@@H]1CO was read as Mtb BioA inh -3.0.
For CC(C)CC#Cc1ccc2c(c1)O[C@@H](CN(C)C(=O)C1CCC1)[C@@H](C)CN([C@H](C)CO)S2(=O)=O the results were Mtb BioA inh 1.1.
Screening COc1ccc(S(=O)(=O)Nc2ccc3c(c2)C(=O)N(C)C[C@H](OC)[C@H](C)CN[C@H](C)CO3)cc1 returned Mtb BioA inh -0.7.
For C[C@@H]1CN([C@@H](C)CO)C(=O)c2cc(NS(=O)(=O)c3ccc(F)cc3)ccc2O[C@@H](C)CCCCO[C@H]1CN(C)C(=O)CCC(F)(F)F the results were Mtb BioA inh -0.3.
Screening Cc1noc(C)c1S(=O)(=O)Nc1ccc2c(c1)C(=O)N([C@@H](C)CO)C[C@H](C)[C@@H](CN(C)C)OCCCC[C@H](C)O2 returned Mtb BioA inh -0.7.
C[C@@H]1CN([C@@H](C)CO)C(=O)Cc2cc(NC(=O)Nc3ccccc3)ccc2O[C@H]1CN(C)S(=O)(=O)c1ccc(F)cc1 was read as Mtb BioA inh -0.1.
Screening C[C@@H]1CN([C@H](C)CO)C(=O)Cc2cc(NC(=O)Nc3ccc(C(F)(F)F)cc3)ccc2O[C@H]1CN(C)Cc1ccncc1 returned Mtb BioA inh 2.9.
`C[C@H](CO)N1C[C@H](C)[C@H](CN(C)C(=O)Nc2cccc3ccccc23)Oc2ncc(/C=C/c3ccccc3)cc2C1=O` gave Mtb BioA inh -2.2.
`O=C(C[C@H]1C[C@H]2c3cc(NC(=O)Cc4ccncc4)ccc3O[C@H]2[C@H](CO)O1)NCc1ccccc1` gave Mtb BioA inh -2.2.
`CO[C@H]1CN(C)C(=O)c2cc(NC(=O)C3CCCC3)ccc2OC[C@@H](C)N(C(=O)CC2CC2)C[C@H]1C` gave Mtb BioA inh -0.2.
`COCCN(C[C@@H]1[C@@H](c2ccccc2)[C@H](CO)N1C(C)=O)C(=O)c1ccccc1` gave Mtb BioA inh -4.1.
Cc1noc(C)c1S(=O)(=O)Nc1ccc2c(c1)C(=O)N([C@@H](C)CO)C[C@H](C)[C@@H](CN(C)C(=O)Nc1ccc(F)cc1)OCCCC[C@@H](C)O2 was read as Mtb BioA inh 1.0.
`CO[C@H]1CN(C)C(=O)c2cc(NC(=O)C3CC3)ccc2OC[C@@H](C)NC[C@H]1C` gave Mtb BioA inh 0.2.
For C[C@@H]1CCCCO[C@H](CN(C)C(=O)CCC(F)(F)F)[C@H](C)CN([C@@H](C)CO)C(=O)c2cc(NC(=O)CCCN(C)C)ccc2O1 the results were Mtb BioA inh 0.4.
`Cc1noc(C)c1NC(=O)N(C)C[C@H]1OCCCC[C@H](C)Oc2ccc(NC(=O)CCC(F)(F)F)cc2C(=O)N([C@@H](C)CO)C[C@H]1C` gave Mtb BioA inh 0.4.

Among those listed so far, 3 contain two or more sulfur atoms.
Screening Cc1ccc(S(=O)(=O)N(C)C[C@H]2OCCCC[C@H](C)Oc3ccc(NS(C)(=O)=O)cc3C(=O)N([C@H](C)CO)C[C@H]2C)cc1 returned Mtb BioA inh 2.0.
Screening C[C@@H]1CN([C@H](C)CO)C(=O)c2cc(NS(=O)(=O)c3cccs3)ccc2O[C@@H](C)CCCCO[C@@H]1CN(C)C(=O)C1CCCCC1 returned Mtb BioA inh -6.9.
`Cc1noc(C)c1S(=O)(=O)Nc1ccc2c(c1)C(=O)N([C@@H](C)CO)C[C@H](C)[C@@H](CN(C)S(=O)(=O)c1cn(C)cn1)O2` gave Mtb BioA inh -0.7.
